GalR3 antag: blocks the human galanin receptor 3; O60755; HEK293 GalR3-CNG cAMP membrane potential fluorescence; galR3 body fused to GalR1 C-terminus; inhibition, % at 3 µM; 0.44% of 360,000 active;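 active = inhibition above the screen-wide average plus 3 SD, cut at about 13% in these data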;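 also: forskolin and galanin both at EC90 stimulate the cells; cAMP rise reported by CNG channel membrane potential dye signal; 0% = forskolin plus galanin with DMSO and 100% = forskolin alone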
Target sequence (O60755 1-299 limits assumed): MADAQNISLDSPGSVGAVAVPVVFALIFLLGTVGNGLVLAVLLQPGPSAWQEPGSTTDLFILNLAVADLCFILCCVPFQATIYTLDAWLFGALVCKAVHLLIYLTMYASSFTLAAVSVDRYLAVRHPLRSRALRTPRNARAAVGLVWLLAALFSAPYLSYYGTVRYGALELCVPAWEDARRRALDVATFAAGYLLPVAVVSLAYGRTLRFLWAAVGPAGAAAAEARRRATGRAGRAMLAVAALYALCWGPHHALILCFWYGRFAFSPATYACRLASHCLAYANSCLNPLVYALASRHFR
MEKK3 PB1 HTS: modulators (inhibitors or enhancers) of MEK5 binding to human MEKK3 PB1 domain; bead-based flow cytometry, Alexa488-MEK5 binding to MEKK3; actives lie on both sides; 0 = blocked by unlabeled MEK5, 100 = vehicle; binding response (% of control), % at 10 µM; 1.4% of 290,000 active; AID 1529;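 active = binding response more than 3 SD above or below the average of its plate-row segment, actives on both sides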;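 also: Alexa488 bead fluorescence after subtracting the streptavidin-only scavenger bead signal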
Target sequence (Q99759 whole entry, looked up, the tested form may be a part): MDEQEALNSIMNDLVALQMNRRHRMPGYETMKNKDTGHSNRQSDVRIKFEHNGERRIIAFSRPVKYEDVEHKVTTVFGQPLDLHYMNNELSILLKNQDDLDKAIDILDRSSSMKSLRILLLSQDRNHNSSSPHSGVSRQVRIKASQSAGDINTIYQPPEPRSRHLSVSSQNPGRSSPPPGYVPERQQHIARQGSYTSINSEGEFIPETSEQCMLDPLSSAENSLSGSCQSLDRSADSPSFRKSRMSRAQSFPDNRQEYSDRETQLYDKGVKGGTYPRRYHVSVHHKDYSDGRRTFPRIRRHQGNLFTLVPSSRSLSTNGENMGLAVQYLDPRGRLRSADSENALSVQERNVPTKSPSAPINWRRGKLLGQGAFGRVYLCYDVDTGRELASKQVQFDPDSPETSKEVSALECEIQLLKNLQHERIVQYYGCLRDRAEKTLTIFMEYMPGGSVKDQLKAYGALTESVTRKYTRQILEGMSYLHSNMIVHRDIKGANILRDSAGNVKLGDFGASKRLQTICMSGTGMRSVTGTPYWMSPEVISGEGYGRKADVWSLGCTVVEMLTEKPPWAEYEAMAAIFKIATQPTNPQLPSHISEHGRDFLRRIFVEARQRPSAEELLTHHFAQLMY
HCV NS3 hel inh: HCV NS3 helicase inhibition; NS3 helicase DNA unwinding, Cy5 molecular beacon fluorescence; inhibition, % at 10.9 µM; 0.56% of 290,000 active; AID 1800;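 active = inhibition above the mean of all tested compounds plus 3 SD, set per campaign, cut at about 35% in these data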;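 also: 0% = DMSO wells and 100% = thioflavine S control wells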
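Assay system: hepatitis C virus NS3 helicase domain fragment enzyme. Also added: annealed dual-labelled DNA beacon duplex, ATP-started. Timing: 1 h reaction at 25 °C, ATP-initiated. Technique: Cy5 fluorescence at 0 and 60 min, beacon hairpin quenching. Evaluation: % inhibition of unwinding. Replication: one well per compound.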
CRFR2-BP antag: CRF-BP/CRF-R2 complex antagonism; AID 588475; inhibition, % at 11.8 µM; HEK293 CRF-R2/CRF-BP, CRF-induced calcium fluorescence; 0.59% of 350,000 active;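 active = inhibition of the ligand-induced calcium signal above about 50% at the single tested concentration, limit read from the data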
CRFBP-R2 agonist: CRF-BP/CRF-R2 complex agonism. HEK293 CRF-R2/CRF-BP, calcium dye fluorescence (FLIPR); percent of saturating CRF peptide response. activation, % at 13.2 µM. 0.46% of 350,000 active. AID 588473;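 active = activation of at least 50%, plus an integration ratio under a set limit after plate pattern correction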;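 also: plate controls were neutral control wells without compound for no effect and CRF at EC100 for full effect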
UBC9 SUMO inh: SUMOylation inhibition | P63279 | HTRF SUMOylation assay, SAE1/SAE2 + UBC9, in vitro | inhibition, % at 35 µM | 0.36% of 290,000 active; in the data active = inhibition above about 50%, passing the limit was not always enough; also: strong numbers were not always called active
Target sequence (P63279 whole entry, looked up): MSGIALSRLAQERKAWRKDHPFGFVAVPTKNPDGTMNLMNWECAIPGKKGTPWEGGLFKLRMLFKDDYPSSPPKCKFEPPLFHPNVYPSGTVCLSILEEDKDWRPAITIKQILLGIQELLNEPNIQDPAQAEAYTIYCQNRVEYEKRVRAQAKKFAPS
FID counter: counter-screen for HCV NS3 helicase inhibitors: DNA intercalator displacement; DNA fluorescent intercalator displacement, fluorescence; AID 1845; 0.17% of 290,000 active; inhibition, % at 7.9 µM; in the data active = inhibition above about 37%;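 also: 0% = vehicle and 100% = reference compound; higher means more ethidium bromide displaced from hairpin DNA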
MEKK2 WT-MEK5: raises or lowers MEK5 binding to wildtype human MEKK2 PB1 domain | binding response (% of control), % at 10 µM | 1.1% of 290,000 active | AID 1531 | bead flow cytometry, Alexa488-MEK5 binding to MEKK2 WT; actives lie on both sides | Q9Y2U5; in the data active = binding response below about 67% or above about 130%
MEKK2 mut-MEK5: signal of MEK5 binding to mutant human MEKK2 PB1 domain | bead flow cytometry, Alexa488-MEK5 binding to MEKK2 mutant | percent response, % at 10 µM | 0.35% of 290,000 active; in the data active = percent response above about 24%, passing the limit was not always enough; also: inactives centre near 1; some results filed as inactive read as strong as hits; reference of the scale not given here
* marks the source's active call; other numbers are inactive results. Some of the compounds tested. The share of hits here may be higher or lower than overall.

`Cc1c(S(=O)(=O)N2CCN(c3ccccc3)CC2)c(=O)n(C)c(=O)n1C` gave GalR3 antag -6, MEKK3 PB1 HTS 89, HCV NS3 hel inh 6, CRFR2-BP antag 4, CRFBP-R2 agonist 3.5, UBC9 SUMO inh 13, FID counter -2, MEKK2 WT-MEK5 94 and MEKK2 mut-MEK5 -18.
CC(C)c1ccc(C(O)c2nc3ccccc3n2C)cc1 (centres undefined) was read as GalR3 antag -10, MEKK3 PB1 HTS 76, HCV NS3 hel inh -2, CRFR2-BP antag -11, CRFBP-R2 agonist -0.5, UBC9 SUMO inh 3, FID counter -20, MEKK2 WT-MEK5 87 and MEKK2 mut-MEK5 2.
Screening CCOc1cc(/C=C(/NC(C)=O)C(=O)O)cc(Cl)c1OCc1ccc(Br)cc1 returned GalR3 antag 2, MEKK3 PB1 HTS 99, HCV NS3 hel inh 3, CRFR2-BP antag -4, CRFBP-R2 agonist 0.6, UBC9 SUMO inh -8, FID counter -18, MEKK2 WT-MEK5 92 and MEKK2 mut-MEK5 -6.
CC1=CC(C)(C)NC(=O)N1c1ccc(C)cc1 was read as GalR3 antag 1, MEKK3 PB1 HTS 104, HCV NS3 hel inh -2, CRFR2-BP antag 18, CRFBP-R2 agonist -0.5, UBC9 SUMO inh 2, FID counter -2, MEKK2 WT-MEK5 100 and MEKK2 mut-MEK5 0.
Screening COc1ccc2nc(COC(=O)c3ccco3)c(C(C)=O)[n+]([O-])c2c1 returned GalR3 antag -5, MEKK3 PB1 HTS 104, HCV NS3 hel inh 1, CRFR2-BP antag 11, CRFBP-R2 agonist -0.5, UBC9 SUMO inh 10, FID counter 0, MEKK2 WT-MEK5 102 and MEKK2 mut-MEK5 9.
COc1ccc(N(CCC(=O)O)S(=O)(=O)c2ccc(C)cc2C)cc1 was read as GalR3 antag -2, MEKK3 PB1 HTS 98, HCV NS3 hel inh 4, CRFR2-BP antag -2, CRFBP-R2 agonist -5.6, UBC9 SUMO inh 16, FID counter -28, MEKK2 WT-MEK5 90 and MEKK2 mut-MEK5 -6.
For Cn1cccc1C(=O)C(=O)Nc1ccc(F)c(F)c1 the results were GalR3 antag -7, MEKK3 PB1 HTS 103, HCV NS3 hel inh 7, CRFR2-BP antag 8, CRFBP-R2 agonist 0.5, UBC9 SUMO inh 7, FID counter 11, MEKK2 WT-MEK5 108 and MEKK2 mut-MEK5 2.
Screening Cc1nn(C)c(C(=O)NNC(=S)NCC(C)C)c1Cl returned GalR3 antag 9, MEKK3 PB1 HTS 101, HCV NS3 hel inh 6, CRFR2-BP antag -17, CRFBP-R2 agonist 0.8, UBC9 SUMO inh -16, FID counter -8, MEKK2 WT-MEK5 106 and MEKK2 mut-MEK5 2.
Screening O=C(NC1CCCCC1)C1CCC(=O)N(Cc2cccc(C(F)(F)F)c2)C1 (centres undefined) returned GalR3 antag -2, MEKK3 PB1 HTS 103, HCV NS3 hel inh 0, CRFR2-BP antag 5, CRFBP-R2 agonist -0.9, UBC9 SUMO inh 8, FID counter -36, MEKK2 WT-MEK5 107 and MEKK2 mut-MEK5 10.
COC(=O)CCCC1=CC2=CC(=O)C(C)(OC(=O)c3cccs3)C(=O)C2=CN1Cc1ccccc1 (centres undefined) was read as GalR3 antag 0, MEKK3 PB1 HTS 85, CRFR2-BP antag 19, CRFBP-R2 agonist 2.2, UBC9 SUMO inh 30, MEKK2 WT-MEK5 93 and MEKK2 mut-MEK5 -13.
`O=C(c1ccc(=O)oc1)N1CCOCC1` gave GalR3 antag 3, HCV NS3 hel inh 11, CRFR2-BP antag 25, CRFBP-R2 agonist 3.3, UBC9 SUMO inh 28 and FID counter -9.
`N#Cc1ccc(NC(=O)C2CC(c3ccc(F)cc3)=NO2)cc1` (centres undefined) gave GalR3 antag -4, MEKK3 PB1 HTS 98, HCV NS3 hel inh -11, CRFR2-BP antag 40, CRFBP-R2 agonist -2.7, UBC9 SUMO inh 22, FID counter 4, MEKK2 WT-MEK5 102 and MEKK2 mut-MEK5 -2.
`Cc1cc(NC(=O)c2ccc(F)cc2)ccc1NC(=O)c1ccco1` gave GalR3 antag -6, MEKK3 PB1 HTS 95, HCV NS3 hel inh 6, CRFR2-BP antag 2, CRFBP-R2 agonist -1.1, UBC9 SUMO inh 3, FID counter -8, MEKK2 WT-MEK5 97 and MEKK2 mut-MEK5 -6.
CC1(CCC(=O)N2CCCC(Nc3ccc(F)cc3)C2)CC1 (centres undefined) was read as GalR3 antag -3, MEKK3 PB1 HTS 99, HCV NS3 hel inh -3, CRFR2-BP antag 8, CRFBP-R2 agonist -0.3, UBC9 SUMO inh 2, FID counter -31, MEKK2 WT-MEK5 104 and MEKK2 mut-MEK5 2.
`COc1ccc(C(=O)N2CCCCCC2)cc1OC1CCN(C(C)=O)CC1` gave GalR3 antag -2, MEKK3 PB1 HTS 103, HCV NS3 hel inh -6, CRFR2-BP antag -4, CRFBP-R2 agonist 1.0, UBC9 SUMO inh 1, FID counter -20, MEKK2 WT-MEK5 102 and MEKK2 mut-MEK5 5.
COc1ccccc1C(CNC(=S)NCc1ccccc1)N1CCCC1 (centres undefined) was read as GalR3 antag -5, MEKK3 PB1 HTS 109, HCV NS3 hel inh -2, CRFR2-BP antag -14, CRFBP-R2 agonist 1.0, UBC9 SUMO inh 8, FID counter 21, MEKK2 WT-MEK5 116 and MEKK2 mut-MEK5 1.
Screening Cc1cnc(C(=O)N2CCCC(C(=O)c3ccc(Cl)cc3C)C2)cn1 (centres undefined) returned GalR3 antag -5, MEKK3 PB1 HTS 89, HCV NS3 hel inh -10, CRFR2-BP antag 8, CRFBP-R2 agonist -4.1, UBC9 SUMO inh 0, FID counter -19, MEKK2 WT-MEK5 108 and MEKK2 mut-MEK5 6.
For COc1ccc(S(=O)(=O)NCc2ccc(C(=O)N3CCN(c4ccccn4)CC3)cc2)cc1 the results were GalR3 antag -4, MEKK3 PB1 HTS 104, HCV NS3 hel inh -5, CRFR2-BP antag 0, CRFBP-R2 agonist -0.7, UBC9 SUMO inh 13, FID counter -29, MEKK2 WT-MEK5 109 and MEKK2 mut-MEK5 2.
For CCOc1ccccc1NS(=O)(=O)c1ccc2oc(=O)ccc2c1 the results were GalR3 antag -7, MEKK3 PB1 HTS 103, HCV NS3 hel inh -4, CRFR2-BP antag 3, CRFBP-R2 agonist 0.7, UBC9 SUMO inh 5, FID counter 0, MEKK2 WT-MEK5 103 and MEKK2 mut-MEK5 3.
Cc1cc2ncc(Cl)nc2cc1C was read as GalR3 antag -8, MEKK3 PB1 HTS 106, HCV NS3 hel inh -6, CRFR2-BP antag -4, CRFBP-R2 agonist 0.6, UBC9 SUMO inh -4, FID counter -5, MEKK2 WT-MEK5 106 and MEKK2 mut-MEK5 2.
For CN(C)CCNC(=O)c1ccc(-c2nn(C)c(=O)c3ccccc23)cc1 the results were GalR3 antag 1, MEKK3 PB1 HTS 105, HCV NS3 hel inh 2, CRFR2-BP antag 11, CRFBP-R2 agonist 0.5, UBC9 SUMO inh 24, FID counter 1, MEKK2 WT-MEK5 105 and MEKK2 mut-MEK5 5.
For CC1(C)CC2(CCO1)OC(=O)CC2C(=O)Nc1ccc(Br)cc1 (centres undefined) the results were GalR3 antag 3, MEKK3 PB1 HTS 103, HCV NS3 hel inh -2, CRFR2-BP antag -3, CRFBP-R2 agonist 0.3, UBC9 SUMO inh 2, FID counter -2, MEKK2 WT-MEK5 98 and MEKK2 mut-MEK5 1.
For Cc1ccc(S(=O)(=O)CCC(=O)OCC(=O)c2c(N)n(CC(C)C)c(=O)n(C)c2=O)cc1 the results were GalR3 antag -4, MEKK3 PB1 HTS 100, HCV NS3 hel inh -9, CRFR2-BP antag -12, CRFBP-R2 agonist -1.2, UBC9 SUMO inh 4, FID counter -33, MEKK2 WT-MEK5 105 and MEKK2 mut-MEK5 4.
`Cc1ccc(S(=O)(=O)NCC2CCC(C(=O)NCc3ccco3)CC2)cc1` (centres undefined) gave GalR3 antag 0, MEKK3 PB1 HTS 95, HCV NS3 hel inh 11, CRFR2-BP antag 8, CRFBP-R2 agonist -0.1, UBC9 SUMO inh 12, FID counter -13, MEKK2 WT-MEK5 95 and MEKK2 mut-MEK5 -6.
`CCCc1c(C(=O)Nc2ccc(F)cc2C)cnn1-c1ccccc1` gave GalR3 antag 0, MEKK3 PB1 HTS 89, HCV NS3 hel inh -1, CRFR2-BP antag 11, CRFBP-R2 agonist -1.3, UBC9 SUMO inh -10, FID counter -25, MEKK2 WT-MEK5 85 and MEKK2 mut-MEK5 -17.
COc1cc(NC(=O)Nc2cccc(Cl)c2)c(OC)cc1NC(=O)CN1CCCCC1 was read as GalR3 antag 3, MEKK3 PB1 HTS 107, HCV NS3 hel inh -5, CRFR2-BP antag -3, CRFBP-R2 agonist -0.2, UBC9 SUMO inh -34, FID counter 2, MEKK2 WT-MEK5 121 and MEKK2 mut-MEK5 13.
For Nc1cccc2c1C(=O)N(C(=O)c1ccco1)C2=O the results were GalR3 antag -6, MEKK3 PB1 HTS 92, HCV NS3 hel inh 2, CRFR2-BP antag 4, CRFBP-R2 agonist 0.2, UBC9 SUMO inh 42, FID counter -1, MEKK2 WT-MEK5 97 and MEKK2 mut-MEK5 -7.
`Cc1nn(C)c(C(=O)NNC(=S)NC2CCCCC2)c1Br` gave GalR3 antag 2, MEKK3 PB1 HTS 106, HCV NS3 hel inh 11, CRFR2-BP antag 5, CRFBP-R2 agonist 0.0, UBC9 SUMO inh -16, FID counter -12, MEKK2 WT-MEK5 106 and MEKK2 mut-MEK5 6.
COCCn1c(C)nnc1SCC(=O)NNC(=O)c1ccc(Cl)cc1 was read as GalR3 antag -9, MEKK3 PB1 HTS 102, HCV NS3 hel inh -14, CRFR2-BP antag 3, CRFBP-R2 agonist 0.0, UBC9 SUMO inh -3, FID counter -5, MEKK2 WT-MEK5 99 and MEKK2 mut-MEK5 0.
`O=C1C2C3C=CC(C3)C2C(=O)N1c1n[nH]c(CCc2ccccc2)n1` (centres undefined) gave GalR3 antag -9, MEKK3 PB1 HTS 101, HCV NS3 hel inh -2, CRFR2-BP antag 8, CRFBP-R2 agonist -3.7, UBC9 SUMO inh 30, FID counter 3, MEKK2 WT-MEK5 102 and MEKK2 mut-MEK5 6.
O=C(O)C1CCCCC1C(=O)N1CCN(S(=O)(=O)c2ccc(F)cc2)CC1 (centres undefined) was read as GalR3 antag 2, MEKK3 PB1 HTS 96, HCV NS3 hel inh 1, CRFR2-BP antag 0, CRFBP-R2 agonist 0.4, UBC9 SUMO inh 10, FID counter -1, MEKK2 WT-MEK5 102 and MEKK2 mut-MEK5 2.

An excerpt from above in order of molecular weight, lowest first.
For Nc1cccc2c1C(=O)N(C(=O)c1ccco1)C2=O the results were GalR3 antag -6, MEKK3 PB1 HTS 92, HCV NS3 hel inh 2, CRFR2-BP antag 4, CRFBP-R2 agonist 0.2, UBC9 SUMO inh 42, FID counter -1, MEKK2 WT-MEK5 97 and MEKK2 mut-MEK5 -7.
For CCOc1ccccc1NS(=O)(=O)c1ccc2oc(=O)ccc2c1 the results were GalR3 antag -7, MEKK3 PB1 HTS 103, HCV NS3 hel inh -4, CRFR2-BP antag 3, CRFBP-R2 agonist 0.7, UBC9 SUMO inh 5, FID counter 0, MEKK2 WT-MEK5 103 and MEKK2 mut-MEK5 3.
Screening Cc1cnc(C(=O)N2CCCC(C(=O)c3ccc(Cl)cc3C)C2)cn1 (centres undefined) returned GalR3 antag -5, MEKK3 PB1 HTS 89, HCV NS3 hel inh -10, CRFR2-BP antag 8, CRFBP-R2 agonist -4.1, UBC9 SUMO inh 0, FID counter -19, MEKK2 WT-MEK5 108 and MEKK2 mut-MEK5 6.
